Screening data from PubChem BioAssay.
M. tuberculosis: growth inhibition of non-replicating M. tuberculosis (AID 488890). Mycobacterium tuberculosis non-replicating, growth inhibition; higher % means a stronger effect. inhibition, % at 25 µM; hits with a dose series show IC50 in µM. 320,000 compounds, 0.39% hits; in the data active = a potency from the dose series; inconclusive = inhibition mostly from about 82% at the one dose, without a potency; inactive = the rest, 99 in 100 with inhibition below about 76%;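 note: plate controls were DMSO cells for no effect and high antibiotic wells for full effect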
PhoP GFP inhibition: Inhibition of PhoP regulon, Salmonella typhi GFP reporter cells, confirmation, 4 h (AID 1850) | 310,000 compounds, 0.33% hits | Salmonella Typhi PhoP-promoter GFP reporter, fluorescence, 4 h; higher % means a stronger effect | one-dose inhibition, % at 50 µM; IC50 in µM for titrated hits; in the data active = a potency from the dose series; inconclusive = inhibition mostly from about 25% at the one dose, without a potency; inactive = the rest, 99 in 100 with inhibition below about 19%;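 note: 0% = induced wells with vehicle and 100% = uninduced wells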
H1N1 NS1A inhibition: NS1A inhibition, H1N1 influenza, cell based functional assay (AID 504329). NS1A functional cell-based assay, percent inhibition; higher % means a stronger effect. one-dose inhibition, % at 12.5 µM; IC50 in µM for titrated hits. 340,000 compounds, 0.3% hits; in the data active = a potency from the dose series; inconclusive = inhibition above about 27% without an active follow-up result; note: strong numbers were not always called active
VEEV TC-83 Vero: inhibitors of VEEV TC-83 cytopathic effect, confirmation, Vero cells (AID 588727); Vero cells, VEEV TC-83 cytopathic effect inhibition; higher % means a stronger effect; 350,000 compounds, 0.13% hits; inhibition, % at 20 µM, or IC50 in µM where a hit was titrated; in the data active = a potency from the dose series; inconclusive = inhibition mostly from about 14% at the one dose, without a potency; inactive = the rest, 99 in 100 with inhibition below about 12%; note: strong numbers were not always called active
H37Rv inhibition: M. tuberculosis growth inhibition, HTS (AID 449762). M. tuberculosis H37Rv growth inhibition, 7H9 media; higher % means a stronger effect. inhibition, % at 25 µM, or IC50 in µM where a hit was titrated. 330,000 compounds, 0.59% hits; in the data active = a potency from the dose series; inconclusive = inhibition above about 70% without an active follow-up result;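 note: bacterial growth assessed after seven days of incubation; strong numbers were not always called active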
VEEV TC-83 Vero 10K pilot screen: further read-out of VEEV TC-83 Vero, marked with its call; inhibition, %; measured here: 10K pilot screen inhibition
* = called active by the depositor; i = inactive; u = inconclusive; x = not tested or not shown.

SMILES	M. tuberculosis	PhoP GFP inhibition	H1N1 NS1A inhibition	VEEV TC-83 Vero	H37Rv inhibition	others
Cc1ccc(C(=O)N2CCN(c3ccccc3)CC2)cc1NC(=O)c1ccco1	0.8%	2.1%	-2.3%	7.7%	1.5%
CCc1ccccc1NS(=O)(=O)c1cccc2nsnc12	4.0%	-7.0%	0.6%	i	0.2%
COc1ccc(NC(=O)COC(=O)c2ccc(OC)c(S(=O)(=O)N3CCCC3)c2)cc1OC	-1.5%	x	-9.5%	8.5%	3.3%
CCOC(=O)c1ccccc1NC(=O)C(C)Oc1ccccc1 (centres undefined)	-6.1%	6.8%	5.1%	0.7%	-7.0%
COc1ccc(S(=O)(=O)Nc2c(O)c3ccccc3oc2=O)cc1	-15.7%	3.3%	2.4%	1.3%	-3.3%
COc1ccccc1-n1c(/C=C/c2ccccn2)nc2ccccc2c1=O	21.6%	-13.8%	4.6%	12.3%	-5.9%
Cc1ccc(S(=O)(=O)NN2C(=O)/C(=C/c3ccc(F)cc3)SC2=S)cc1	28.8%	-1.6%	-8.7%	1.8%	-6.6%
COc1ccccc1Cn1c(SCC(=O)C(C)(C)C)nc2cc(C(=O)N3CCC4(CC3)OCCO4)ccc2c1=O	7.4%	-0.2%	x	x	-6.3%
COc1ccc(/C=N/NC(=O)CN2CCCC2)cc1	14.5%	-5.7%	-1.8%	0.0%	-8.0%
CCCCC(=O)N/N=C/c1sccc1C	4.1%	-5.7%	0.9%	2.9%	3.2%
O=C(O)c1cc(Cl)c(Cl)cc1C(=O)NCc1ccco1	12.3%	-3.1%	-3.7%	i	5.6%
CCC(C)(C)NC(=O)c1ccc2c(c1)S(=O)(=O)c1ccccc1C2=O	20.0%	2.8%	0.7%	6.5%	-4.3%
CC(C)Cn1c(=O)c(-[n+]2ccccc2)c([O-])c2ccccc21	10.8%	-8.1%	-2.5%	0.9%	4.0%
CCCCCn1c(CNC(=O)c2cccs2)nc2ccccc21	31.7%	6.9%	3.4%	2.7%	1.3%
CC(C)OCCCNC(=O)c1c(N)n(/N=C/c2ccccn2)c2nc3ccccc3nc12	33.3%	-10.2%	-4.8%	u	5.1%
COc1ccc(C=NNC(=O)CCCC(=O)NN=Cc2ccc(OC)c(OC)c2)cc1OC	x	x	-18.9%	1.2%	x
CCC(C)(NC(=O)CNC(C)=O)C(=O)NC1CCCCC1 (centres undefined)	-5.2%	4.3%	0.1%	2.3%	-7.3%
Cc1cccc(OCC(=O)O/N=C(\N)Cc2ccc([N+](=O)[O-])cc2)c1	60.1%	6.7%	0.3%	0.8%	2.0%
COc1ccc2c(c1)SCCC2=O	11.0%	-2.4%	4.2%	2.5%	-4.8%
Cc1ccc(C(C)NC(=O)C2CCCO2)cc1C (centres undefined)	16.5%	-1.6%	2.3%	1.9%	-6.8%
COc1cccc(/C=C2\SC(=S)N(CCCC(=O)N(CCO)c3ccccc3)C2=O)c1	46.6%	-7.1%	3.9%	u	1.9%
Cc1ccc(NS(=O)(=O)c2ccc(NC(=O)c3ccccc3C(=O)O)cc2)cc1C	-1.1%	16.5%	x	i	-6.8%
Cc1nc(NNC(=O)c2ccc(Cl)cc2Cl)cc(-c2ccccc2)n1	1.3%	-2.0%	-12.4%	0.3%	-0.7%
COc1ccc(N2CCN(C(=O)C3CCN(C(=O)c4cccc(Cl)c4)CC3)CC2)cc1	16.7%	1.9%	9.8%	0.5%	2.2%
CC(=C1C(=O)c2ccccc2C1=O)N1CCN(Cc2ccccc2)CC1	-17.7%	1.1%	-9.5%	i	-7.2%
O=C(Nc1nc(-c2cccs2)cs1)c1ccc([N+](=O)[O-])o1	2.08µM*	x	-3.1%	2.0%	u
Cc1ccc(CN2CCSc3ccc(C(=O)N4CCC5(CC4)OCCO5)cc32)cc1	12.1%	1.6%	4.0%	10.1%	3.9%
CCN(CC)c1cc2nonc2c2nonc12	-1.9%	5.6%	-5.9%	1.4%	-0.5%
O=C(CCC(=O)c1ccc(F)cc1)NCc1ccccc1C(F)(F)F	6.4%	-1.7%	-3.1%	0.8%	3.4%
CC(C)Oc1ccc(NC(=O)CCC(=O)O)cc1	x	-3.9%	-5.3%	2.7%	-8.1%
COc1cccc(C(c2nnnn2Cc2ccco2)N2CCN(Cc3ccccc3)CC2)c1OC (centres undefined)	8.4%	6.7%	-7.0%	0.7%	3.7%
NC(=O)NC(=O)COC(=O)c1ccccc1Oc1ccccc1	1.1%	7.2%	1.2%	0.1%	2.0%
CCCN1CCN(C(=O)Cn2ncc3c([nH]c4ccc(C)cc43)c2=O)CC1	-8.3%	9.7%	8.3%	1.6%	5.3%
COc1ccccc1CCC(=O)OCC(=O)NCc1ccc(OC)c(OC)c1	x	x	10.9%	i	4.0%
COc1ccccc1OCCOCCOc1c(C)cc(C)cc1Br	41.9%	-5.9%	-4.7%	i	-1.5%
CC1(c2ccc([N+](=O)[O-])cc2)NC(=O)NC1=O (centres undefined)	-1.2%	-2.1%	-13.7%	1.5%	0.1%
C=CCn1cc(C(=O)NCCCOC)c(=O)c2cc(S(=O)(=O)N(CC)CC)ccc21	-3.3%	4.0%	-5.3%	2.1%	-3.8%
O=C(O)c1cccc(-n2sc3ccccc3c2=O)c1	x	x	-4.3%	1.9%	-7.9%
CNC(=O)C(=O)NCCN1CCN(S(=O)(=O)c2ccc3ccccc3c2)CC1	-12.3%	2.6%	-2.6%	0.5%	1.6%
Cc1cccc(Nc2nc(-c3c(C)nc4ccccn34)cs2)c1	36.0%	3.9%	-9.0%	0.1%	4.2%
CCOc1ccc(NC(=O)NCCCN2CCCC2)cc1	10.0%	-4.3%	16.7%	0.7%	-6.6%
COc1ccccc1N1CCN(C(=O)c2cc3sccc3n2C)CC1	-2.5%	7.1%	6.3%	6.5%	4.3%
CC(=O)Nc1cccc(C(=O)Nc2ccc(S(=O)(=O)N3CCCCC3)cc2)c1	-2.8%	5.2%	-4.0%	7.0%	-1.8%
Cc1cccc(C)c1NC(=O)c1cccc(N2C(=O)C3CCC(C)CC3C2=O)c1 (centres undefined)	24.5%	-3.0%	-4.5%	i	-3.3%
Clc1cc(Br)ccc1OCCOCCN1CCOCC1	-25.3%	-0.9%	-1.0%	i	-5.1%
COc1ccccc1N1CCN(CC(=O)c2ccc(F)cc2)CC1	21.9%	-7.8%	-1.7%	0.2%	-7.6%
CC(C)c1ccc(NC(=O)NCc2ccc3c(c2)OCO3)cc1	4.9%	-5.3%	13.9%	0.8%	-8.9%
O=C(NC1CC1)C1=C[C@@H](c2ccc(Br)cc2)C[C@@H](OCCCCO)O1	-22.6%	0.4%	-13.3%	2.5%	-2.0%
COc1ccc(-c2nnc(NC(=O)Cc3ccccc3)s2)c(OC)c1	x	2.8%	1.5%	i	6.9%
O=C(NCC1(O)CCCCC1)C1CCC(=O)N(Cc2cccc(C(F)(F)F)c2)C1 (centres undefined)	-9.3%	-5.2%	-6.8%	0.8%	0.9%
O=C1c2cccc([N+](=O)[O-])c2C(=O)N1c1cccnc1	-14.0%	-1.5%	-4.5%	1.6%	-6.5%	VEEV TC-83 Vero 10K pilot screen=0.3
COc1ccc(N2CCN(CC(O)COC(C)(C)C)CC2)cc1 (centres undefined)	-1.3%	-10.5%	-3.2%	i	-5.4%
CCOC(=O)c1c(C)[nH]c(C)c1S(=O)(=O)N1c2ccccc2CC1C (centres undefined)	-1.7%	-32.7%	0.9%	i	0.6%
CCCCNc1c(-c2ccc(OC)c(SC(C)CC)c2)nc2cnccn12 (centres undefined)	x	x	-15.0%	u	x
O=C(NCc1ccccc1Cl)C1CCN(S(=O)(=O)N2CCCCCC2)CC1	4.1%	-1.1%	1.0%	i	-4.5%
O=C(NCCCN=C1NS(=O)(=O)c2ccccc21)c1ccc(F)cc1	-7.7%	0.1%	-5.0%	4.1%	-15.4%
COc1cc(C#N)ccc1OCC(=O)c1ccc2c(c1)OCCO2	16.8%	-13.7%	15.6%	1.0%	0.0%
COc1cc(C(=O)Nc2ccc(OCC(=O)N3CCOCC3)cc2C)cc(OC)c1OC	-2.4%	-10.0%	12.8%	0.7%	-7.3%
COC(=O)C1=C(c2ccc(C(C)=O)cc2)C[C@@H]2CC[C@H]1N2C(=O)NCc1ccc2c(c1)OCO2	13.8%	x	-12.5%	0.1%	2.0%
CCCN(C(=O)CCNC(=O)Cn1cnc2ccccc2c1=O)c1cccc(C)c1	0.6%	6.9%	11.5%	3.7%	-1.5%

7 entries already listed, ordered by molecular weight, low to high:
SMILES	M. tuberculosis	PhoP GFP inhibition	H1N1 NS1A inhibition	VEEV TC-83 Vero	H37Rv inhibition	others
O=C1c2cccc([N+](=O)[O-])c2C(=O)N1c1cccnc1	-14.0%	-1.5%	-4.5%	1.6%	-6.5%	VEEV TC-83 Vero 10K pilot screen=0.3
COc1ccc(N2CCN(CC(O)COC(C)(C)C)CC2)cc1 (centres undefined)	-1.3%	-10.5%	-3.2%	i	-5.4%
COc1cc(C#N)ccc1OCC(=O)c1ccc2c(c1)OCCO2	16.8%	-13.7%	15.6%	1.0%	0.0%
CCCN(C(=O)CCNC(=O)Cn1cnc2ccccc2c1=O)c1cccc(C)c1	0.6%	6.9%	11.5%	3.7%	-1.5%
O=C(NCC1(O)CCCCC1)C1CCC(=O)N(Cc2cccc(C(F)(F)F)c2)C1 (centres undefined)	-9.3%	-5.2%	-6.8%	0.8%	0.9%
O=C(NCc1ccccc1Cl)C1CCN(S(=O)(=O)N2CCCCCC2)CC1	4.1%	-1.1%	1.0%	i	-4.5%
COC(=O)C1=C(c2ccc(C(C)=O)cc2)C[C@@H]2CC[C@H]1N2C(=O)NCc1ccc2c(c1)OCO2	13.8%	x	-12.5%	0.1%	2.0%

(more compounds)
SMILES	M. tuberculosis	PhoP GFP inhibition	H1N1 NS1A inhibition	VEEV TC-83 Vero	H37Rv inhibition	others
O=C(NC(CC1CCCCC1)C(=O)O)c1ccccc1 (centres undefined)	-6.4%	x	9.8%	1.5%	-0.6%
CN1CCN(Cc2nc3c([nH]2)c(=O)[nH]c(=O)n3C)CC1	2.8%	2.9%	-2.8%	i	1.3%
O=C(O)CC1S/C(=N\N=C/c2ccccc2O)N(c2ccc(O)cc2)C1=O (centres undefined)	-12.9%	-5.8%	1.0%	0.2%	-5.4%
COc1cc(N=C2C(=O)N3CCCc4cccc2c43)cc(OC)c1	43.2%	3.9%	1.5%	2.0%	51.9%
CC(C(=O)O)N1C(=O)/C(=C/c2cccn2C)SC1=S (centres undefined)	11.9%	-16.1%	-12.1%	3.7%	-1.1%
O=C(Nc1nnc(Cc2ccccc2)s1)C1CCN(C(=O)c2ccco2)CC1	4.4%	-7.6%	-2.1%	0.9%	-2.3%
COC(=O)C(C#N)c1nc2ccccc2nc1N1CCCC1 (centres undefined)	4.4%	-8.7%	0.4%	8.1%	6.6%
Cc1cccc(C(C)C)c1NC(=O)C1CN(S(=O)(=O)c2ccccc2)CCN1S(=O)(=O)c1ccccc1 (centres undefined)	33.1%	-7.1%	-2.7%	i	-4.1%
O=c1[nH]c(C2CCN(S(=O)(=O)c3ccccc3)CC2)nc2c1nnn2Cc1cccc(Cl)c1	2.4%	-6.0%	5.3%	3.1%	4.5%
